SW480 rerep: DNA re-replication induction in SW480 cells; hit rate 1.8% among 340,000; SW480 DNA re-replication, Hoechst DNA content imaging, 48 h; AID 624297; Potency, µM (top dose mostly 46.1 µM), for inactives: at the highest dose re-replication activation, usual class: activators; further: potency means the concentration at half of the fitted maximal effect; % of control where 0% means no effect; nearly all actives have a fitted effect of over 55% in size
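Image-based read-out: total Hoechst fluorescence of nuclei (405 nm excitation, 500-530 nm emission), with hits raising the fraction of high-intensity nuclei. SW480 colon cells incubated 48 hr with compounds at 37 C.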
HT1080 IDH1KD tx: kills HT-1080 cells with IDH1 knockdown; Potency, µM (series often up to 46.1 µM), for inactives: top-dose activity, negative = toxicity, usual class: cytotoxic; HT-1080 IDH1 knockdown viability, ATP luminescence, 48 h; hit rate 2% among 360,000;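 further: potency means the concentration at half of the fitted maximal effect; 0% = DMSO wells and -100% = cell-free medium wells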
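Using the IDH1-knockdown HT-1080 line run in the same batch and compound series as the NT line, viability after 48 h at 37 °C was determined by CellTiter-Glo luminescence and expressed as % activity.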
MCF10A rerep: inducers of DNA re-replication in MCF 10A breast cells; MCF 10A DNA re-replication, Hoechst nuclear intensity, 48 h; Potency, µM (highest dose often 46.1 µM), without a hit: at the highest dose activity, positive = re-replication, most hits filed as activators; hit rate 2.9% among 350,000; further: potency means the concentration at half of the fitted maximal effect; % of control where 0% means no effect; nearly all actives have a fitted effect of over 50% in size
WRN helicase inh: WRN helicase (human) inhibition | Q14191 | WRN helicase unwinding, fluorescent forked duplex, kinetic | Potency, µM (top dose mostly 114 µM), for inactives: at the highest dose activity change, negative = inhibition, most hits filed as inhibitors | hit rate 0.46% among 360,000 | AID 651768; further: potency means the concentration at half of the fitted maximal effect; on the % scale 0 is the no-effect control and ±100 the full control effect; nearly all actives have a fitted effect of over 55% in size
Target sequence (Q14191 whole entry, looked up): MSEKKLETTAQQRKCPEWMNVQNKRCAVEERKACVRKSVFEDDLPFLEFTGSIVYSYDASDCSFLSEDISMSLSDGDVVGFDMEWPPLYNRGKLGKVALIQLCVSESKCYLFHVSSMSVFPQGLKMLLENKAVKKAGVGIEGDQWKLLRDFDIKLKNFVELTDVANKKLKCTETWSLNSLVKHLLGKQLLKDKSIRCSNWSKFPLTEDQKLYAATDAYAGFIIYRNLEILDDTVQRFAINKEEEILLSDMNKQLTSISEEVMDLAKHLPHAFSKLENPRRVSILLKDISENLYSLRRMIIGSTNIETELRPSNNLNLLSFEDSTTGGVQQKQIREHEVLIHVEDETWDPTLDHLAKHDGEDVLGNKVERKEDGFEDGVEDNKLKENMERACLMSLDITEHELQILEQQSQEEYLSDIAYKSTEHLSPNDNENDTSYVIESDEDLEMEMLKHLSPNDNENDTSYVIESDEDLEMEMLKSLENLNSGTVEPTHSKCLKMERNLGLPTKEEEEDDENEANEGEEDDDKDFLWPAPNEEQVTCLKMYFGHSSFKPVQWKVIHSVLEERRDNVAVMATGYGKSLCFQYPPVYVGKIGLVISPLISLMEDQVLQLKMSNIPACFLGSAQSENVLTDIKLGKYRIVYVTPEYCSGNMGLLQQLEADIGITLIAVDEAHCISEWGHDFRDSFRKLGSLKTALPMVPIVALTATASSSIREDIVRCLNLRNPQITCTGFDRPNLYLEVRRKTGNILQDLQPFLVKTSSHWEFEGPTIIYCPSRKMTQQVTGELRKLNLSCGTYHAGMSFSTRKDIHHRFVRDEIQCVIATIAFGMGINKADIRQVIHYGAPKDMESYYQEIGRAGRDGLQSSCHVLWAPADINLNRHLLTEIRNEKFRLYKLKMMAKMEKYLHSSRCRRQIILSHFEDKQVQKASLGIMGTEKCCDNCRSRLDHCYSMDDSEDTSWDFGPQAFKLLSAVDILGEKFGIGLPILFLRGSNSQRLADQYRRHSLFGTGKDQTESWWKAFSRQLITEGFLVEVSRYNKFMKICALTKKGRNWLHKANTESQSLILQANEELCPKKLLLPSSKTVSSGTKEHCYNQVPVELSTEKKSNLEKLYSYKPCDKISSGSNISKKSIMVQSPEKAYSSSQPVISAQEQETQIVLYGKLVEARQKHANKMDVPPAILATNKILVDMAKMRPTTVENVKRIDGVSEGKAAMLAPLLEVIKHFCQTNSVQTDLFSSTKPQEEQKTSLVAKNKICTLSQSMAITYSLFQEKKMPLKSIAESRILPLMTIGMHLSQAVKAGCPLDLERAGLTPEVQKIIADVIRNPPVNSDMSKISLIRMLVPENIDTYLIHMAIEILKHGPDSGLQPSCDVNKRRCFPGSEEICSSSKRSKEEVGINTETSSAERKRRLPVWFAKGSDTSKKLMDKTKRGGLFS
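Fluorescence dequenching readout, ex 525 nm/em 598 nm, kinetic mode: forked duplex DNA (100 nM final) with adjacent fluorophore and quencher unwound by WRN (20 nM final) with 2 mM ATP. Compound preincubation 15 min, room temperature.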
HT1080-NT tox: kills 2HG-producing HT-1080-NT fibrosarcoma cells. HT-1080-NT fibrosarcoma viability, CellTiter-Glo ATP luminescence, 48 h. Potency, µM (series often up to 46.1 µM), inactives show top-dose activity, negative = less viability, usual class: cytotoxic. hit rate 1.6% among 360,000;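 further: NT is the 2HG producing partner of a matched IDH1 knockdown line; potency means the concentration at half of the fitted maximal effect; 0% = DMSO-treated cells and -100% = media-only wells without cells; nearly all actives have a fitted effect of over 55% in size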
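750 cells/well, RPMI + 5% FBS; 2 h settle, compound pin-transfer, 48 h at 37 degrees C. CellTiter-Glo 10 min RT, luminescence. Normalized to DMSO and media-only wells.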
IL1B secr inh: inhibitors of inflammasome signaling (IL-1 beta secretion); hit rate 4.7% among 360,000; activity change, % at 57.5 µM; AID 743279; THP-1 LPS/ATP IL-1B secretion, AlphaLISA, 16 h; active compounds read low; in the data active means activity change below about -50%; inconclusive means mostly about -30% to -49%; further: on the % scale 0 is the no-effect control and ±100 the full control effect
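THP-1 cells pretreated 1 hr with compounds (up to 57.5 uM final), then stimulated with LPS (250 ng/mL final) plus ATP (1.25 mM final); secreted IL-1B measured by AlphaLISA after 16 hr, decreased signal indicating inhibition.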
KB-V1 MDR tox: kills drug-selected multidrug resistant KB-V1 cells; AID 1347076; hit rate 3.4% among 400,000; KB-V1 MDR cells viability, CellTiter-Glo, 72 h; Potency, µM (highest dose often 46.1 µM), for the others: at the highest dose activity change, negative = cytotoxicity, most hits filed as cytotoxic; further: potency means the concentration at half of the fitted maximal effect; on the % scale 0 is the no-effect control and ±100 the full control effect; nearly all actives have a fitted effect of over 60% in size
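qHTS viability screen in drug-selected KB-V1 MDR cells: 72 h compound treatment at 37 degrees C, ATP luminescence end point.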
KB-3-1 cytotox: KB-3-1 parental cell cytotoxicity; KB-3-1 viability, CellTiter-Glo ATP luminescence, 72 h; AID 1347075; Potency, µM (doses to about 46.1 µM), without a hit: at the top dose activity change, negative = cytotoxic, usual class: cytotoxic; hit rate 1.4% among 400,000; further: potency means the concentration at half of the fitted maximal effect; on the % scale 0 is the no-effect control and ±100 the full control effect; nearly all actives have a fitted effect of over 60% in size
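Cytotoxicity measured as CellTiter-Glo luminescence after 72 h at 37 C. Compound titrations were pinned onto drug-naive KB-3-1 parental adenocarcinoma cells grown in DMEM with 10% FBS, and normalized data fitted to concentration-response curves.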
ATXN2 expr inh: ATXN2 expression inhibition; HEK-293 ATXN2-luciferase reporter, luminescence, 24 h; Potency, µM (top dose mostly 57 µM), for inactives: top-dose activity change, negative = inhibition, hits mostly inhibitors; hit rate 0.72% among 360,000; AID 1745845; further: potency means the concentration at half of the fitted maximal effect; on the % scale 0 is the no-effect control and ±100 the full control effect; nearly all actives have a fitted effect of over 55% in size
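qHTS (up to 57 uM final) was run with 24 h compound exposure of reporter cells at 37 °C. Each well was multiplexed: SteadyGlo luminescence measured ATXN2-luciferase expression after a fluorogenic Gly-Phe-AFC viability readout (25 uM final).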
Numbers without * were called inactive; i = inactive; ? = inconclusive; . = no result given; & = joins results of further samples; [ ] = dose if it differs, or a comment. Unless noted, the call rests on the fitted dose curve; in most records, active means well fitted curve in the direction sought with a large enough effect; inconclusive means small, poorly fitted or top-dose-only effect, or another doubt; inactive means no such curve, though single readings can be large; an effect the other way counts as inactive or inconclusive.

#	smiles	SW480 rerep	HT1080 IDH1KD tx	MCF10A rerep	WRN helicase inh	HT1080-NT tox	IL1B secr inh	KB-V1 MDR tox	KB-3-1 cytotox	ATXN2 expr inh
1	COC(=O)[C@@H]1CCCN1C(=O)CCc1nnc(C2CCCCC2)o1	-16%	10%	4%	-4%	7%	-4	15%	11%	16%
2	CCC(C)N(C(=O)c1csnn1)C(C(=O)NC(C)(C)C)c1ccccc1 (stereo unspecified)	2%[9.22 µM]	22%	9%	1%	?	-2	0%	0%	-20%
3	COC(=O)[C@@]12CCCN1[C@H](c1ccc(-c3ccc(F)cc3)c(OC)c1)[C@H]1C(=O)N(C)C(=O)[C@H]12	8%[9.22 µM]	3%	-9%	-6%	6%	3	3%	-6%	-13%
4	CCCNC(=O)C1(C)CCN(C(=O)c2cccnc2Oc2ccccc2)C1 (stereo unspecified)	.	12%	.	-1%	3%	-1	2%	0%	-2%
5	O=C(c1cc2c(s1)CCCC2)N1CCN(S(=O)(=O)c2ccccc2)CC1	-6%	-3%	4%	-2%	1%	-10	?	4%	4%
6	CCC(CO)NC(=O)c1cc2c(s1)CCC2 (stereo unspecified)	-5%	-1%	-1%	-8%	10%	1	21%	7%	4%
7	C#CCOCCOCCOCCNc1nc(N2CCN(C(=O)[C@H](CCCCN)n3cc(CN)nn3)CC2)nc(N2CCN(C(=O)[C@H](CC(N)=O)n3cc(C(N)[C@H](C)CC)nn3)CC2)n1 (stereo partly specified)	-6%	10%	2%	-2%	6%	8	0%	14%	3%
8	CC(OC(=O)c1cccs1)C(=O)NC1CC1 (stereo unspecified)	-8%	-6%	1%	-2%	2%	35	0%	21%	4%
9	Nc1c(N(Cc2ccco2)C(=O)c2cccc(F)c2)c(=O)[nH]c(=O)n1Cc1ccccc1	-21%	-2%	-5%	-1%	-3%[9.24 µM]	-16	-10%	-9%	2%
10	COc1ccc(CN(C(=O)c2snc(C(N)=O)c2N)C(C(=O)NC2CCCC2)c2ccc(OC)c(OC)c2)cc1 (stereo unspecified)	?	-1%	18%	-8%	3%	-21	8%	14%	5%
11	C=CCNc1nc(Cl)nc(Nc2cc(Cl)ccc2OC)n1	4%	-19%	?	1%	-10%	-2	-13%	5%	-36%
12	O=C(NCC(O)c1ccc([N+](=O)[O-])cc1)C1CCCCC1 (stereo unspecified)	-20%	-2%	-3%[9.22 µM]	-1%	-1%	-14	-15%	-1%	-28%
13	COc1ccccc1NC(=O)Cc1ccc(-c2ccccc2)cc1	1%	?	10%	0%[11.6 µM]	?	-80*	?	-74%	-27%
14	Cc1nn(C)c(C)c1S(=O)(=O)NCc1cccs1	-1%	11%	-4%	-10%	10%	10	-15%	-8%	-10%
15	Cc1ccc(-c2nc(N)n(C(=O)c3cccs3)n2)cc1	-4%	15%	0%	-3%	19%	25	2%	-3%	12%
16	O=C(OCC(=O)N(CCc1ccccc1)Cc1ccccc1)c1ccccc1O	?	-9%	3%	-4%	-2%	5	5%	2%	-12%
17	O=C(NC(Cc1ccc2c(c1)OCO2)C(=O)N1CCCC1C(=O)O)c1ccccc1 (stereo unspecified)	5%	1%	-4%	-1%	-3%	2	0%	-6%	1%
18	CN(CC(=O)Nc1ccc(Cl)cc1)C(=O)c1ccc(-n2cncn2)c([N+](=O)[O-])c1	?	-17%	1%	-10%	-1%	-5	?	5%	-13%
19	CC(C)Cc1cc(C(=O)Nc2cc(C(F)(F)F)ccc2Cl)no1	-4%	2%	0%	-4%	-1%	10	6%	15%	6%
20	COc1ccc(CCN2CC(C(=O)Nc3nccs3)CC2=O)cc1OC (stereo unspecified)	-8%	3%	1%	6%	5%	10	?	0%	.
21	O=C(Nc1ccc(OC(F)(F)F)cc1)C1CC(=O)N(Cc2ccco2)C1 (stereo unspecified)	-9%	10%	24%	-11%	4%	-2	.	.	7%
22	O=C(NCc1ccc(F)cc1)C1CCCN1S(=O)(=O)c1ccc(F)cc1 (stereo unspecified)	.	8%	.	9%	5%	10	5%	1%	.
23	Cc1ccccc1NC(=S)NCCc1ccccc1	?	0%	?	0%	6%	-4	16µM*	-23%	5%
24	COc1ccc(NC(=O)C(c2ccc(OC)cc2)N(C)C(=O)Cc2cccs2)cc1 (stereo unspecified)	4%	-3%	5%	-21%	-2%	?	-15%&-24%	5%&-3%	4%&-6%
25	C[C@H](CO)N1C[C@H](C)[C@@H](CN(C)C(=O)Nc2ccc3c(c2)OCO3)Oc2c(NC(=O)C3CCCCC3)cccc2C1=O	-4%	1%	-1%	12%	-1%	-4	17%	4%	3%
26	Cc1nc(C)n(C(C)CNS(=O)(=O)c2ccc(C)c(C)c2)n1 (stereo unspecified)	-29%	9%	-8%	2%	15%	-6	?	19%	1%
27	C=CC[C@@H](Cc1ccc(F)cc1)C(=O)OC[C@H]1CCCN1C(=O)[C@H](CC=C)CC(=O)N(CCO)Cc1ccccc1	1%	-17%	?	-6%	-10%	-21	0%	0%	?
28	COc1cccc(N2[C@@H](CC(=O)O)c3ccc(/C=C/C(=O)O)cc3S2(=O)=O)c1	7%	12%	-7%	-25%	0%	21	7%&6%	-2%&12%	3%
29	O=C(CN1CCCCC1)Nc1ccccc1Oc1ccccc1	-122%[inhibitor]	-2%	18µM*	2%	?	37	-17%	3%	-5%
30	CNc1ccc(C(=O)OCC(=O)NC(=O)NC2CCCCC2)cc1[N+](=O)[O-]	-6%	17%	-13%	10%	22%	-7	-19%	20%	-4%
31	CCSc1ccc([C@@H]2[C@H]3C(=O)N(C)C(=O)[C@H]3[C@]3(C(=O)OC)CCCCN23)cc1OC	-8%	1%	-30%	-1%	2%	-9	-11%	-3%	-17%
32	CCCCOc1ncnc2c1[nH]c1ccccc12	24%	15µM*	21%	-7%	-18%	1	-22%	?	-8%
33	O=C1OCCN1C(=O)[C@H]1[C@H](c2ccccc2)C(c2cccc(Cl)c2)=NN1c1ccc(Br)cc1	2.1µM*	-17%	?	-1%	-3%	0	-4%	-5%	-1%
34	COc1cc(/C=C(/NC(=O)c2ccccc2)C(=O)Nc2cccc(O)c2)c([N+](=O)[O-])cc1OC	-2%	7%	0%	-5%	10%	-7	25%	16%	-1%
35	CSc1ccccc1C(=O)OCC(=O)NCCN1C(=O)CSC1=O	-3%	-1%	-4%	?	-2%	12	?	0%	-7%
36	COc1ccc(/C=C2/N=C(SC3CCOC3=O)N(c3cccc(OC)c3)C2=O)cc1 (stereo unspecified)	15%	1%	19%	-10%	-2%	0	-26%	5%	-1%
37	COc1cc(-c2nc(CN3CCCCC3CCNC(C)=O)c(C)o2)ccc1F (stereo unspecified)	-2%	3%	-10%	-5%	1%	-10	2%	20%	5%
38	CCC(C)[C@H](NC(=O)[C@@H]1CSC2c3ccccc3C(=O)N21)C(=O)N1CCCCC1 (stereo partly specified)	-1%	6%	-3%	3%	-2%	-9	-16%	9%	9%
39	CCc1ccc(N2C(=O)c3sc4nnc(-c5ccccc5)c(=O)n4c3C2=O)cc1	?	-9%[9.24 µM]	?	?	1%	38	-11%	-8%	?
40	O=C(NCC1CCCO1)c1cc(S(=O)(=O)N2CCOCC2)c(Cl)cc1Cl (stereo unspecified)	-1%	2%	?	-1%	-1%	i	-29%	-9%	-6%
41	CCc1ccc(S(=O)(=O)NCCc2cn3ccccc3n2)s1	-11%	3%	-4%	-1%	-6%	-18	-3%	-21%	0%
42	CCOC(=O)CSc1nnnn1-c1cc(OC)c(Cl)cc1OC	-6%[9.22 µM]	-10%	-5%	0%	-29%	18	6%	4%	-11%
43	COC(=O)CNC(=O)c1c(C)cc(=O)oc1C	4%	-4%	?	-15%	27%	-30	1%	-8%	6%
44	COc1ccccc1C(=O)n1nc(-c2ccc(Cl)cc2)nc1N	4%	-2%	?	-7%	0%	0	4%	7%	22%
45	O=C(NCc1ccc2[nH]c3c(c2c1)CCCC3)c1ccc(S(=O)(=O)N2CCCC2)cc1	-1%	-7%	1%	10%	-10%	3	-6%	-2%	-10%
46	Cc1c(NC(=O)CSc2ccccc2C(=O)Nc2cccnc2)c(=O)n(-c2ccccc2)n1C	1%	8%	2%	-5%	14%	-16	8%	3%	-9%
47	COCCn1c(C(=O)N(C)C)cc2c1C[C@H]1CN(C(=O)c3ccccc3)[C@@](Cc3ccc(F)cc3)(C(=O)OC)[C@@H]21	.	8%	.	5%	-4%	10	?	10%	-5%
48	CCCCn1c(SCC(=O)Nc2nnc(CC)s2)nc2ccccc2c1=O	0%	3%	0%	8%	3%	-1	?	2%	9%
49	COc1ccc(C(=O)NC2CCC(O)CC2)cc1S(=O)(=O)NCc1ccc(Cl)cc1 (stereo unspecified)	4%	3%	?	6%[11.6 µM]	-5%	?	1%	-9%	-22%
50	Cc1c(Cl)cccc1NC(=O)c1nc(C)n(-c2cc(OC(C)C)c(Cl)cc2Cl)n1	1%	0%	20%	-11%	-3%	0	-13%	1%	.

Three compounds already listed, sorted by their value in IL1B secr inh, ascending.
entry | molecule | SW480 rerep | WRN helicase inh | IL1B secr inh
44 | COc1ccccc1C(=O)n1nc(-c2ccc(Cl)cc2)nc1N | 4% | -7% | 0
47 | COCCn1c(C(=O)N(C)C)cc2c1C[C@H]1CN(C(=O)c3ccccc3)[C@@](Cc3ccc(F)cc3)(C(=O)OC)[C@@H]21 | . | 5% | 10
42 | CCOC(=O)CSc1nnnn1-c1cc(OC)c(Cl)cc1OC | -6%[9.22 µM] | 0% | 18

Assay outcomes from PubChem BioAssay.
